# KCNQ1 inh: inhibitors of human KCNQ1 potassium channel; CHO-K1 KCNQ1, FluxOR thallium flux fluorescence; stronger effect = higher value; B-score at 10 µM; 310,000 tested, 1.3% active; AID 2642;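 active = compounds whose thallium flux B-score, printed positive for inhibition, exceeds three library SD while starting fluorescence stays within three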;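 also: channel opened by potassium depolarization with thallium stimulus after 20 min compound exposure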
# KCNQ1 pot: potentiates or activates the human KCNQ1 potassium channel. P51787. B-score at 10 µM. 310,000 tested, 0.35% active. CHO-K1 KCNQ1, thallium flux FluxOR fluorescence; stronger effect = higher value;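 active = fluorescence ratio B-score, a plate-corrected score, at least three library SD, with initial intensity B-score within 5 SD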
#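 Medium – assay buffer, equal DMSO in all wells · Material – CHO-K1 cell line with stable KCNQ1 potassium channel expression · Signal – kinetic FluxOR thallium fluorescence, 10-s 1-Hz baseline, 110-s post-stimulus read · Compound – single concentration per compound, DMSO matched to controls · Schedule – 37 °C overnight plating, 90-min dark dye load, 20-min compound pretreatment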
# RGS4 pot: RGS4 potentiation or activation; HEK293 M3R/inducible RGS4, carbachol calcium flux Fluo4; stronger effect = lower value; B-score at 10 µM; 310,000 tested, 0.92% active;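 active = B-score of the integrated calcium signal more than 4 SD below the library mean, with starting fluorescence not abnormally high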;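 also: negative B-score means reduced calcium response which marks RGS4 activation or potentiation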
#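 System: HEK293 FlpIn-TREx cells, stable M3R, doxycycline-inducible RGS4. Timing: overnight RGS4 induction, 30 min dye load 37 °C, 20 min compound RT. Also added: carbachol, ECmax concentration. Measured by: Fluo4 fluorescence kinetic imaging of calcium. Evaluation: integrated calcium ratio converted to B score.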
# hERG rescue: shields human hERG channel from block by proarrhythmic agents. Q12809. CHO-hERG, FluxOR thallium flux, dofetilide IC70 present. activation (rescue from dofetilide block), less the hit threshold, % at 10 µM. 310,000 tested, 0.51% active. AID 1511;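 active = activation above the mean of controls blocked by dofetilide plus 5 SD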;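 also: thallium influx through hERG after potassium depolarization seen as dye fluorescence rise; in these data hits start at about 4.7%; inactives centre near -7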
# ANO1 activ: mouse TMEM16A channel activation, primary screen | Q8BHY3 | HEK293 TMEM16A/YFP-H148Q/I152L, iodide quench fluorescence; stronger effect = lower value | B-score at 10 µM | 340,000 tested, 0.3% active | AID 623877;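 active = fluorescence-ratio B-score plate-corrected deviation score at least 3 library SD below zero, with starting fluorescence score within 5 deviations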;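 also: channel opened by trigger with iodide after compound preincubation; score built on the fluorescence ratio of max minus min over baseline; more negative score means more quench and so TMEM16A activation or potentiation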
# TMEM16A inh: mouse TMEM16A channel inhibition, primary screen | normalized B-score (activity score, 25-100; higher = stronger inhibition) at 10 µM | AID 588511 | Q8BHY3 | HEK293 TMEM16A/YFP iodide influx fluorescence, ionomycin | 310,000 tested, 1.2% active;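 active = ratio plate-corrected score three or more library SD toward inhibition, starting fluorescence score within five deviations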;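 also: score derived from kinetic fluorescence span divided by baseline fluorescence per well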
# MrgX1 ag: human MrgX1 receptor agonism, primary screen; Q96LB2; MrgX1-HEK293 cells, Fluo-4 calcium fluorescence, agonist mode; stronger effect = higher value; B-score at 10 µM; 310,000 tested, 0.44% active; AID 588627;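 active = calcium response B-score plate-corrected fluorescence ratio at least 3 library SD, with starting fluorescence B-score inside 5 SD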
#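 Material – MrgX1-expressing HEK293 cells · Input – 15,000 cells seeded per well · Dosing – compound as first of three additions · Times – overnight seeding, then 1 h dark dye loading · Measured by – kinetic Fluo-4 NW fluorescence of intracellular calcium · Read-out – B-scored fluorescence response ratio · Benchmarks – positive and negative control wells on each plate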
# KCNK3 block: human KCNK3 channel inhibition, primary screen; O14649; CHO-KCNK3 thallium flux, FluxOR fluorescence; stronger effect = lower value; B-score at 10 µM; 340,000 tested, 0.84% active; AID 602410;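 active = B-score under library mean minus 4 SD, starting fluorescence ratio at most library mean plus 5 SD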;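 also: more negative B-score means stronger inhibition of thallium flux through KCNK3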
# Target sequence (O14649 whole entry, looked up): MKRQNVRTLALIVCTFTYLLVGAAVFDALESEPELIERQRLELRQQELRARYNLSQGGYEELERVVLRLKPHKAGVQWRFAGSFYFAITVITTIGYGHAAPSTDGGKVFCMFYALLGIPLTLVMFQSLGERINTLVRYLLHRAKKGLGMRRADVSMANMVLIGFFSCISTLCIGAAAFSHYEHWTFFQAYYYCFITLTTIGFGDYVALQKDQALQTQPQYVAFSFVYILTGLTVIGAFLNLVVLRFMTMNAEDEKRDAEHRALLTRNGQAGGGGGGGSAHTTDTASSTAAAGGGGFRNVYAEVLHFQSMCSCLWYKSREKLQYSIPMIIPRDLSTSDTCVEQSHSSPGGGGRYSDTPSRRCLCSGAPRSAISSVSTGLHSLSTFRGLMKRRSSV
# KCNK9 block: inhibitors of human KCNK9 two-pore domain potassium channel. Q9NPC2. HEK293 KCNK9, FluxOR thallium flux fluorescence; stronger effect = lower value. B-score at 10 µM. 310,000 tested, 1.2% active. AID 488922;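 active = ratio B-score over 3 SD below the library mean, with starting fluorescence within 5 SD of its mean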;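 also: negative B-score means less thallium flux so channel inhibition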
# Target sequence (Q9NPC2 whole entry, looked up, the tested form may be a part): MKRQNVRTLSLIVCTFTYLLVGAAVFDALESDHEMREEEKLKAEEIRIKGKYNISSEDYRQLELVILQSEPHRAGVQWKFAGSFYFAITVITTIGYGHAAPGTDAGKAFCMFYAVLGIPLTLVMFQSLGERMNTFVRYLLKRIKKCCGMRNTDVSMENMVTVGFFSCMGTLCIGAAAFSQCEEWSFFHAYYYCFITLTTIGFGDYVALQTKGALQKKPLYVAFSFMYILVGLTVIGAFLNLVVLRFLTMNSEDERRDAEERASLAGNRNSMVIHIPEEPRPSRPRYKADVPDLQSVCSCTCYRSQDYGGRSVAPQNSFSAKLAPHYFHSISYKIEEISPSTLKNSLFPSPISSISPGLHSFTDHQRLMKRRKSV
# RGS4 inh: human RGS4 inhibition. P49798. HEK293 M3R/RGS4 inducible, Fluo-4 calcium flux; stronger effect = higher value; triggered by carbachol at its EC20. B-score at 10 µM. 310,000 tested, 0.45% active. AID 463165;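 active = B-score, a plate-corrected calcium signal, over three deviations above library mean, with baseline fluorescence within five deviations of library mean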;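 also: RGS4 expression induced by doxycycline in cells with stable M3 receptor; B-score is computed from the integrated fluorescence ratio over baseline after carbachol; higher B-score means a larger calcium signal and so more RGS4 inhibition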
# Target sequence (P49798 whole entry, looked up): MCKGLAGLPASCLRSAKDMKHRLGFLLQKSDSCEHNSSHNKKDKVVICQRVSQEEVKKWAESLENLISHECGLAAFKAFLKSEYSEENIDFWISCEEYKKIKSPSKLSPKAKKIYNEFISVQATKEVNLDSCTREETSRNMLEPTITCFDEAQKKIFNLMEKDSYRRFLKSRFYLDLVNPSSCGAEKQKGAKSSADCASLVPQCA
# MrgX1 allo act: allosterically activates human MrgX1 receptor signaling. Q96LB2. MrgX1-HEK293, Fluo-4 calcium flux, FDSS; stronger effect = higher value. B-score at 10 µM. 310,000 tested, 0.63% active. AID 588675;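 active = plate-corrected calcium response at least 3 library SD above typical, normal starting fluorescence, not activating the receptor alone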;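 also: compound read alongside a low EC10 to EC30 dose of BAM8-22 agonist; peak minus trough fluorescence over baseline measured at the second addition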
# The depositor's hits bear a star; i = inactive; nt = not tested or not shown.
SMILES,KCNQ1 inh,KCNQ1 pot,RGS4 pot,hERG rescue,ANO1 activ,TMEM16A inh,MrgX1 ag,KCNK3 block,KCNK9 block,RGS4 inh,MrgX1 allo act
Cc1ccc(NC(=O)C2CC(=O)Nc3nncn32)cc1 (centres undefined),i,i,i,-1,i,i,i,i,i,i,i
Cc1ccc(NS(C)(=O)=O)c(C(=O)c2ccccc2)c1,i,i,i,-6,i,i,i,i,i,i,i
Oc1ccccc1/C=N/NC(=S)NC1CC2CCC1C2 (centres undefined),i,i,i,-8,i,i,i,i,i,i,i
O=C(NCc1cccnc1)NC1CC(=O)N(c2ccc3c(c2)OCCO3)C1 (centres undefined),i,i,i,-10,i,i,i,i,i,i,i
COC(=O)CSc1nnc([C@H](Cc2ccccc2)NC(=O)OC(C)(C)C)o1,i,i,i,1,i,i,i,i,i,i,i
COCCn1c(=O)[nH]c2cc(C(=O)Nc3nnc(C)s3)ccc21,i,i,i,-5,i,i,i,i,i,i,i
CCN1CCN(C(=S)Nc2ccc(C(C)=O)cc2)CC1,i,i,i,3,i,i,i,i,i,i,i
COc1ccc(C(=O)COC(=O)C2CC3CCCC(C2)C3=O)cc1Br (centres undefined),i,i,i,-17,i,i,i,i,i,i,i
CCn1nnnc1SCC(=O)N1c2ccccc2Sc2ccccc21,i,i,i,1,i,i,i,i,i,i,i
CCCCC(=O)NC(NC(=S)N1CCOCC1)C(Cl)(Cl)Cl (centres undefined),i,i,i,-1,i,i,i,i,i,i,i
COc1ccc(NC(=O)C2CCCN(c3c4c(nc5ncnn35)CCC4)C2)cc1OC (centres undefined),i,i,i,-10,i,i,i,i,i,i,i
CCc1ccc(NC(=O)Nc2ccncc2)cc1,i,i,i,-14,i,i,i,i,i,i,i
O=S(=O)(/N=C/c1ccccc1O)c1cccs1,i,i,i,-4,i,i,i,i,i,i,i
CCCn1nnnc1NC(=O)c1cc(Br)ccc1OC,i,i,i,-6,i,i,i,i,i,i,i
Cc1cc(N/N=C/c2ccc(Cl)cc2Cl)nc(NCc2ccccc2)n1,i,i,i,-12,i,i,i,i,i,i,i
CCCC(C(=O)NC(C)(C)CC)N(CC1CCCO1)C(=O)CNS(=O)(=O)c1ccc(F)cc1 (centres undefined),i,i,i,-3,i,i,i,i,i,i,i
O=C(OCc1ccc(Cl)c(Cl)c1)c1cnccn1,i,i,i,-12,i,i,i,i,i,i,i
Nc1c(C(=O)Nc2ccccc2)sc2ncc([N+](=O)[O-])cc12,i,i,i,-1,i,i,i,i,i,i,i
O=C(O)CCN1C(=O)/C(=C\c2ccncc2)SC1=S,i,i,i,-8,i,i,i,i,i,i,i
CC(C)(C)c1ccc(-c2noc(CCC(=O)NCC3CCCO3)n2)cc1 (centres undefined),i,i,i,-10,i,i,i,i,i,i,i
O=C(Nc1ccc(-c2nc3ccccc3[nH]2)cc1)c1ccccc1NS(=O)(=O)c1ccc(F)cc1,i,i,i,-4,i,i,i,i,i,i,i
COc1ccc(OC)c2c1sc(=NC(=O)C1CCCCC1)n2C,i,i,i,-10,i,i,i,i,i,i,i
CCCn1c(=S)[nH]c2cc(C(=O)N3CCc4ccccc4C3)ccc2c1=O,i,i,i,-11,i,i,i,i,i,i,i
CC1(C)CC(=O)C2=C(C1)N1C(=C(C#N)C2c2ccc(Cl)cc2)N=C(N)c2ccccc21 (centres undefined),8*,i,i,-11,i,i,i,i,i,i,i
COc1ccc(S(=O)(=O)NCc2ccco2)cc1-c1nnc2c3ccccc3c(C)nn12,i,i,i,-17,i,i,i,i,i,i,i

# The last 2 records of the part above lead into the next.
SMILES,KCNQ1 inh,KCNQ1 pot,RGS4 pot,hERG rescue,ANO1 activ,TMEM16A inh,MrgX1 ag,KCNK3 block,KCNK9 block,RGS4 inh,MrgX1 allo act
CC1(C)CC(=O)C2=C(C1)N1C(=C(C#N)C2c2ccc(Cl)cc2)N=C(N)c2ccccc21 (centres undefined),8*,i,i,-11,i,i,i,i,i,i,i
COc1ccc(S(=O)(=O)NCc2ccco2)cc1-c1nnc2c3ccccc3c(C)nn12,i,i,i,-17,i,i,i,i,i,i,i
COc1cc(OC)c(NC2=CC(=O)C(=O)c3ccccc32)cc1Cl,i,i,i,-3,i,i,i,i,i,i,i
Cc1cc(C)n2nc(S(=O)(=O)NCCc3ccccc3)nc2n1,i,i,i,-6,i,i,i,i,i,i,i
Cc1cccc(/C=N/NC(=O)NC2CCCCC2)c1,i,i,i,-8,i,i,i,i,i,i,i
N#CC(C(=O)c1ccccc1Cl)=C1SCCCS1,i,i,i,-6,i,i,i,i,i,i,i
Cc1ccc(NC(=O)N(C2=NCC(C)S2)c2ccccc2)cc1 (centres undefined),i,i,i,-15,i,i,i,i,i,i,i
COc1ccc(S(=O)(=O)Nc2ccc3c(c2)OCCO3)cc1Cl,i,i,i,-14,i,i,i,i,i,i,i
COc1cc2[nH]c(=S)n(NC(=O)c3ccccc3)c(=O)c2cc1OC,i,i,i,-7,i,i,i,i,i,i,i
O=C(Cn1nnc2ccccc21)N/N=C\c1cccs1,i,i,i,-7,i,i,i,i,i,i,i
CCOc1ccc(C(=O)CCC(=O)NC2=NCCS2)cc1,i,i,i,-9,i,i,i,i,i,i,i
CCc1c(C#N)c(N)nc(SCC(=O)OCc2ccccc2)c1C#N,i,i,i,-9,i,i,i,i,i,i,i
Cc1ccc(Nc2nnc(SCC(=O)N(C)C3CCS(=O)(=O)C3)s2)cc1 (centres undefined),i,i,i,-8,i,i,i,i,i,i,i
CCOC(=O)C1=C(C)N=c2s/c(=C\c3ccc(O)c([N+](=O)[O-])c3)c(=O)n2C1c1ccccc1OC (centres undefined),18*,i,i,-3,i,100*,i,i,i,i,i
Cc1ccc(C)c(OCCCC(=O)N2CCOCC2)c1,i,i,i,-5,i,i,i,i,i,i,i
Cc1cc(C)c(NC(=O)C2CCCN(S(=O)(=O)c3c(C)noc3/C=C/N(C)C)C2)c(C)c1 (centres undefined),i,i,i,-14,i,i,i,i,i,i,i
CCn1ncc(Br)c1C(=O)Nc1cc(C)cc(C)c1,i,i,i,-10,i,i,i,i,i,i,i
Cc1cc2nnc(SC(C)C)n2c2ccccc12,i,i,i,-7,i,i,i,i,i,i,i
CCC(=O)OC1(C)C(=O)C=C2C=C(CCCC(=O)OC)OC=C2C1=O (centres undefined),i,i,i,0,i,i,i,i,i,i,i
CC(C)c1csc(CN2CCC(CO)(Cc3cccc(F)c3)CC2)n1,i,i,i,-14,i,i,i,i,i,i,i
O=C(CCS(=O)NCc1ccccc1)NCc1ccccc1 (centres undefined),i,i,i,-13,nt,i,i,nt,i,i,i
O=C(N/N=C/c1c[nH]c2ccccc12)c1cc(-c2ccc(-c3ccccc3)cc2)n[nH]1,i,i,i,-5,i,i,i,i,i,i,i
COc1cccc(N(C(=O)c2snc(C(N)=O)c2N)C(C(=O)NCc2ccccc2)c2ccc(O)cc2)c1 (centres undefined),i,i,i,-19,i,i,i,i,i,i,i
Cc1ccccc1NC(=O)CSc1nc(Nc2ccccc2)nc(N2CCOCC2)n1,i,i,i,-13,i,i,i,i,i,i,i
O=C(NCc1ccccc1)N1CCC(Cc2ccccc2)CC1,i,i,i,-4,i,i,i,i,i,i,i
CCSc1nsc(NC(=O)Nc2ccc(F)cc2F)n1,6*,i,i,0,i,i,i,i,i,i,i
O=C(CNc1cccc(S(=O)(=O)N2CCCC2)c1)Nc1cccc(F)c1,i,i,i,-12,i,i,i,i,i,i,i
# (list continues)
SMILES,KCNQ1 inh,KCNQ1 pot,RGS4 pot,hERG rescue,ANO1 activ,TMEM16A inh,MrgX1 ag,KCNK3 block,KCNK9 block,RGS4 inh,MrgX1 allo act
CC(C)NC(=O)c1nn2c(C(F)(F)F)cc(-c3ccco3)nc2c1Cl,i,i,i,-12,i,i,i,i,i,i,i
COc1ccccc1CN=C1NC(=O)C(CC(=O)Nc2ccc(C(C)=O)cc2)S1 (centres undefined),i,i,i,-14,i,i,i,i,i,i,i
O=C(NCC1CCCO1)c1ccc(S(=O)(=O)Nc2ccccc2F)cc1 (centres undefined),i,i,i,-8,i,i,i,i,i,i,i
COc1ccc(C)cc1Nc1n[n+](-c2ccccc2)c(-c2cc(OC)c(OC)cc2Br)s1,7*,i,i,-21,i,i,i,i,i,i,i
O=C(Oc1ccc[nH]c1=O)c1cccc(Cl)c1,i,i,i,-1,i,i,i,i,i,i,i
CC(=O)N1CCN(c2ccc(NC(=O)c3cc4ccccc4o3)cc2)CC1,i,i,i,-2,i,i,i,i,i,i,i
CSCCC(NC(=O)c1ccco1)C(=O)N1CCCCCCC1 (centres undefined),i,i,i,-4,i,i,i,i,i,i,i
O=c1c2ccccc2ncn1-c1cccc([N+](=O)[O-])c1,i,i,i,-4,i,i,i,i,i,i,i
COCCN1CCN(C(=O)c2ccc3nc(Cc4ccc(OC)c(OC)c4)oc3c2)CC1,i,i,i,-15,i,i,i,i,i,i,i
O=C(CSc1nnc2ccccn12)Nc1ccc(S(=O)(=O)N2CCOCC2)cc1,i,i,i,1,i,i,i,i,i,i,i
Cc1ccc(C)c(N(CC(=O)NC2CCCC2)C(=O)c2csnn2)c1,i,i,i,-6,i,i,i,i,i,i,i
O=C1NC[C@@H](Cc2cccc3ccccc23)N(CCCCC2CCCCC2)C1=O,i,i,i,-5,i,i,i,i,i,i,i
CN(C)S(=O)(=O)c1ccc(C(=O)Nc2ccccc2OC(F)(F)C(F)F)cc1,i,i,i,-10,i,i,i,i,i,i,i
CCOC(=O)N1CCN(c2nc(-c3ccco3)cc(C(F)(F)F)n2)CC1,i,i,i,-11,i,i,i,i,i,i,i
CC(C)(C)NC(=O)CSc1nnc(-c2ccccc2)c(-c2ccccc2)n1,i,i,i,-1,i,i,i,i,i,i,i
COc1cc(CNC(C)c2ccccc2)cc(Br)c1OCc1ccc(F)cc1 (centres undefined),i,i,-8.5*,-24,i,i,i,i,i,i,i
O=C(CSc1nnc2ccccn12)NNC(=O)c1ccc(Cl)cc1,i,i,i,-6,i,i,i,i,i,i,i

# Bioassay records (PubChem)

# Not a hit list; any-hit rate near 6.3%.
